# KCNQ1 pot – human KCNQ1 channel potentiation or activation. hit rate 0.35% among 310,000. AID 2648. CHO-K1 KCNQ1, thallium flux FluxOR fluorescence; stronger effect = higher value. B-score at 10 µM. P51787;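 active means fluorescence ratio B-score, a plate-corrected score, at least three library SD, with initial intensity B-score within 5 SD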
# Target sequence (P51787 whole entry, looked up): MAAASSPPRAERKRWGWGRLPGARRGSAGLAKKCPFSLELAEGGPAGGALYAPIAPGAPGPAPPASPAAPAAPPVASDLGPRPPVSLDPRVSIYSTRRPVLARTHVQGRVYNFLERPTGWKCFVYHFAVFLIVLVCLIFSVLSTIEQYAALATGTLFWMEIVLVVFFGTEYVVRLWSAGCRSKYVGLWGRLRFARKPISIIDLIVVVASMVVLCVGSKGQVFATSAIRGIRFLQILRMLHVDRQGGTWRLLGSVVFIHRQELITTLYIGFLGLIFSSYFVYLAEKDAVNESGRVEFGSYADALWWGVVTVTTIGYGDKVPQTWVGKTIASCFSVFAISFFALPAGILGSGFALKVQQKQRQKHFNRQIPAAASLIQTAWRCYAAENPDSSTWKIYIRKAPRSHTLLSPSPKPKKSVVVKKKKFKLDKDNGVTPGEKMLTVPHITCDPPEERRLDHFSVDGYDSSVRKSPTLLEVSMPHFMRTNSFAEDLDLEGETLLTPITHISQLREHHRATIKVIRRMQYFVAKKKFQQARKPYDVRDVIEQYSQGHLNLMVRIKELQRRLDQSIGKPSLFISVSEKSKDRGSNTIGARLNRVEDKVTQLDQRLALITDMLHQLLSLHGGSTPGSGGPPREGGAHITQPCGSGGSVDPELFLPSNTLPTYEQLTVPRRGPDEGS
#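 Doses: Single concentration per compound, DMSO matched to controls | Test system: KCNQ1-transfected CHO-K1 cells | Timing: 90 min dye loading and 20 min compound exposure, both at room temperature | Measured by: Kinetic FluxOR thallium fluorescence, 10-s 1-Hz baseline, 110-s post-stimulus read | Medium: Assay buffer with matched DMSO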
# hERG protect – compounds protecting human hERG from proarrhythmic drug block; Q12809; CHO-hERG, FluxOR thallium flux, dofetilide IC70 present; activation (rescue from dofetilide block), less the hit threshold, % at 10 µM; hit rate 0.51% among 310,000; AID 1511;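 active means activation above the mean of controls blocked by dofetilide plus 5 SD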;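 further: thallium influx through hERG after potassium depolarization seen as dye fluorescence rise; in these data hits start at about 4.7%; inactives centre near -7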
# RGS4 pot – RGS4 potentiation or activation. HEK293 M3R/inducible RGS4, carbachol calcium flux Fluo4; stronger effect = lower value. hit rate 0.92% among 310,000. AID 463111. B-score at 10 µM;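 active means B-score of the integrated calcium signal more than 4 SD below the library mean, with starting fluorescence not abnormally high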;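 further: negative B-score means reduced calcium response which marks RGS4 activation or potentiation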
#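 test system = M3R-expressing HEK293 line, RGS4 induced by doxycycline | probe or stimulus = carbachol at ECmax as muscarinic agonist stimulus | timing = dye loading 30 min 37 °C, buffer rest 30 min RT | signal = calcium dye Fluo4 fluorescence | evaluation = B score from integrated fluorescence ratio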
# Dyrk1A ADPGlo – blocks rat Dyrk1A kinase activity; ADP-Glo luminescence, NFATc1 peptide; inhibition, % at 12.5 µM; hit rate 0.43% among 310,000; AID 504441; Q63470; in the data active means inhibition above about 50%;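 further: plate controls were vehicle with enzyme for no effect and no enzyme for full effect; many of its hits are not listed in these tables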
# KCNK9 block – inhibitors of human KCNK9 two-pore domain potassium channel | Q9NPC2 | HEK293 KCNK9, FluxOR thallium flux fluorescence; stronger effect = lower value | B-score at 10 µM | hit rate 1.2% among 310,000;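 active means ratio B-score over 3 SD below the library mean, with starting fluorescence within 5 SD of its mean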;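 further: negative B-score means less thallium flux so channel inhibition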
# GSK3beta inhib – inhibitors of human GSK3beta kinase; P49841; GST-GSK3beta kinase, ADP-Glo luminescence, 60 min; stronger effect = lower value; activity score (negative = inhibition), % at 10 µM; hit rate 0.038% among 300,000;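 active means more than half of replicate wells score below -50%, meaning over 50% inhibition versus plate controls; inconclusive means some replicates but at most half score below -50%; inactive means no replicate scores below -50%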;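 further: 0% = median DMSO wells and -100% = median GW8510 positive control wells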
# Target sequence (P49841 whole entry, looked up): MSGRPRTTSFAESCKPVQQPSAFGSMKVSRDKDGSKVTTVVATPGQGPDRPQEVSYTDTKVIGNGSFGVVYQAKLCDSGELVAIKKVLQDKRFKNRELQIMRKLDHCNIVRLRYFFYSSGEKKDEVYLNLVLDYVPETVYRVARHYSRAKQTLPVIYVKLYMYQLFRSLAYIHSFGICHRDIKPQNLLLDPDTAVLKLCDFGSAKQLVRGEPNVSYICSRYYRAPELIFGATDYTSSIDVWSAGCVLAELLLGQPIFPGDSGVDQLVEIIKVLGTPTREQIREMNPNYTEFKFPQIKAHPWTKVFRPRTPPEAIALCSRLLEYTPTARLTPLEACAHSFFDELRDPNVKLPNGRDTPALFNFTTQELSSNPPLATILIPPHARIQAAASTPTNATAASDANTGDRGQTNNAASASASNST
#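 Assay system: GST-fused GSK3beta enzyme, cell-free / Medium: Tris pH 7.5 buffer with MgCl2, DTT, BSA, heparin / Also added: peptide substrate plus 25 µM ATP (final) / Compound: 10 µM single point / Timing: kinase reaction with compound 60 min at room temperature / Detection: ADP-Glo luminescence / Benchmarks: DMSO neutral wells and GW8510 at 20 µM as positive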
# KCNQ1 inh – blocks the human KCNQ1 potassium channel; P51787; CHO-K1 KCNQ1, FluxOR thallium flux fluorescence; stronger effect = higher value; B-score at 10 µM; hit rate 1.3% among 310,000;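 active means compounds whose thallium flux B-score, printed positive for inhibition, exceeds three library SD while starting fluorescence stays within three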;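 further: channel opened by potassium depolarization with thallium stimulus after 20 min compound exposure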
# HDAC3 inhib – blocks human histone deacetylase 3. O15379. recombinant HDAC3, fluorogenic peptide/trypsin coupled, fluorescence. inhibition, % at 8.3 µM. hit rate 0.15% among 320,000. AID 2718; in the data active means inhibition above about 26%, passing the limit was not always enough; inconclusive means no clear call, values can overlap the other calls
# GSK3 alpha inh – human GSK-3 alpha kinase inhibition; P49840; ADP-Glo luminescence, 60 min; inhibition, % at 10 µM; hit rate 0.1% among 320,000; AID 2650;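 in the data active means inhibition above about 50%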;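 further: GST-tagged GSK-3 alpha with peptide substrate and 25 µM ATP; 0% = DMSO neutral wells and 100% = GW8510 positive control wells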
# KCNK3 inh – human KCNK3 channel inhibition, primary screen; O14649; CHO-KCNK3 thallium flux, FluxOR fluorescence; stronger effect = lower value; B-score at 10 µM; hit rate 0.84% among 340,000;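 active means B-score under library mean minus 4 SD, starting fluorescence ratio at most library mean plus 5 SD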;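 further: more negative B-score means stronger inhibition of thallium flux through KCNK3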
# PolyA inhibitor – inhibitors of polyadenylation in S. cerevisiae | S. cerevisiae SKY197-pL101 polyadenylation reporter, beta-gal luminescence; efflux-impaired pdr1/pdr3 knockout yeast; score 100 = 6 SD above DMSO | hit rate 0.02% among 300,000 | AID 1875 | calls only at 12 µM;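 active means lowest replicate activity score at least 50, where 100 means six control SD above control mean; inconclusive means lowest score under 50 but half or more replicates reach 50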;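 further: yeast exposed to compound for 9 h at 30 °C; higher score means more reporter readthrough which indicates perturbed polyadenylation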
# The depositor's hits bear a star; i = inactive; u = inconclusive; x = not tested or not shown.
molecule	KCNQ1 pot	hERG protect	RGS4 pot	Dyrk1A ADPGlo	KCNK9 block	GSK3beta inhib	KCNQ1 inh	HDAC3 inhib	GSK3 alpha inh	KCNK3 inh	PolyA inhibitor
CCc1cccc(C)c1NC(=O)CN1C(=O)c2ccccc2S1(=O)=O	i	-2.6	i	4.5	i	0.6	i	-1.2	-4.9	i	i
O=C(CC(C(=O)O)c1cccc(Cl)c1Cl)c1ccccc1 (configuration not stated)	i	-14.0	i	2.4	i	1.1	i	-6.3	0.4	i	i
CCCS(=O)(=O)c1nc(S(=O)(=O)c2ccc(C)cc2)c(NCCN2CCOCC2)s1	i	-9.9	i	-2.6	i	-0.5	i	3.2	-1.4	i	i
CN1/C(=C/C(=O)c2nc(S(C)(=O)=O)ncc2Cl)C(C)(C)c2ccccc21	i	-17.2	i	21.9	i	2.2	6*	7.1	1.9	i	i
Cc1ccc(C(C(=O)NC2CCCC2)N(C(=O)c2csnn2)C2CCCC2)o1 (configuration not stated)	i	-14.7	i	-8.6	i	0.5	i	2.2	-0.9	i	i
O=C(CNC(=O)c1ccccc1F)N/N=C/c1ccco1	i	-5.8	i	x	i	1.1	i	2.2	-1.7	i	i
COc1ccc(/C=C(/NC(=O)c2ccccc2)C(=O)N2CCCCC2)cc1OC	i	-4.0	i	-0.6	i	2.7	i	5.5	-14.6	i	i
O=C(Nc1ccc(-c2noc(-c3ccccc3F)n2)cc1)c1cccs1	i	-4.6	i	-4.0	i	3.2	i	-42.1	-0.9	i	i
N/C(=N\OC(=O)CCCN1C(=O)c2ccccc2C1=O)c1ccccn1	i	-4.0	i	0.6	i	5.2	i	5.5	-6.0	i	i
Cc1cccc(NC(=S)/N=C(\N)Nc2nc(C)c3cc(C)ccc3n2)c1	i	-14.4	i	-54.8	i	2.0	i	-0.6	1.1	i	i
Cc1ccc(C(=O)Oc2ccc(C(=S)N3CCOCC3)cc2)cc1	i	-4.6	i	-0.7	i	3.1	i	-2.5	0.3	i	i
COC(=O)/C(=C\Nc1cccc(Cl)c1C)c1ncc(C(F)(F)F)cc1Cl	i	-10.5	i	1.0	i	1.3	i	3.3	-3.3	i	i
Cc1nc(SCC(=O)NCc2cccs2)nc(C)c1C	i	-2.4	i	5.2	i	4.9	i	5.1	-0.3	i	i
Cc1ccc(NC(=O)C(C)OC(=O)/C=C/c2ccccc2)cc1 (configuration not stated)	i	-9.7	i	2.4	i	-2.3	i	4.0	-1.4	i	x
O=C(COc1ccc(F)cc1)Nc1nc2c(s1)CCCC2	i	-5.3	i	3.7	i	3.9	i	u	-0.4	i	i
COc1ccc(-c2c(C#N)c(SCc3c(C)noc3C)nc3c2C(=O)CC(C)(C)C3)cc1	i	-6.1	i	3.5	i	-23.5	i	4.0	-3.2	i	i
COc1ccccc1NS(=O)(=O)c1cccc(NC(=O)c2cc3ccccc3oc2=O)c1	i	-7.1	i	-3.6	i	-2.8	i	0.4	-1.7	i	i
COc1ccc(C(=O)CC(=O)c2ccc(F)cc2)cc1	i	-7.9	i	x	i	-1.1	i	6.9	-4.2	i	i
CCC(=O)OCc1c(C(F)(F)F)nn(C)c1Sc1ccc(F)cc1	i	-20.4	i	0.5	i	2.7	i	8.0	1.6	i	i
CC(=O)Nc1ccc(S(=O)(=O)N2CCN(C(=O)N3CCCCC3)CC2)cc1	i	-7.8	i	-5.9	i	-3.2	i	-8.2	-3.0	i	i
c1ccc(N2CCN(c3ncnc4scc(-c5cccs5)c34)CC2)cc1	i	-9.9	i	9.4	-13.3*	x	i	0.8	0.1	-8.88*	x
CCOc1ccc(-c2cc(C(=O)NCCCN3CCCC3)c3ccccc3n2)cc1	i	-9.1	i	3.3	i	-20.4	i	-4.7	-5.6	i	i
Cc1oc(-c2ccc(C(F)(F)F)cc2)nc1CN(Cc1ccccn1)C[C@@H]1CCC(=O)N1	i	-6.6	i	-2.2	i	-0.1	i	-1.1	-0.3	i	i
CSc1ncccc1C(=O)Nc1ccc(F)c(F)c1F	i	-4.3	i	1.0	i	1.3	i	-1.3	-1.2	i	i
CCOC(=O)c1ccc(N2CCN(c3cc(C)ccc3C)CC2)c(N)c1	i	-6.8	i	2.6	-6.76*	-5.3	i	2.7	-0.5	i	i
Cc1nc2c(cc1C(=O)N/N=C/c1ccc(O)c(O)c1)c(=O)n(C)c(=O)n2C	i	-0.3	i	-4.7	i	-1.4	i	5.0	-2.0	i	i
COc1ccc(NC(=O)CCc2ccc(OC)c(OC)c2)cn1	i	-8.4	i	-8.0	i	-2.5	i	-4.0	-1.3	i	i
COc1ccc(NC(=O)C/C(C)=N/NC(=O)c2cnccn2)cc1	i	-9.4	i	-3.4	i	3.5	i	-2.3	0.2	i	i
O=C(c1cc(-c2ccc(F)cc2)on1)N1CCOCC1	i	-5.4	i	-5.5	i	3.5	i	2.0	0.5	i	i
CCc1ccc(OCC(O)CN2CCC(CN3C(=O)c4cccc5cccc(c45)C3=O)CC2)cc1 (configuration not stated)	i	-9.8	i	-8.6	i	0.8	i	8.9	1.1	i	i
C=CCNC(=S)/C(=C(/[O-])c1ccc([N+](=O)[O-])cc1)[n+]1ccccc1	i	-4.0	i	0.2	i	-0.3	i	2.3	-1.1	i	i
O=C(NCCCN1CCOCC1)c1cc2c(s1)CCCC2	i	-7.7	i	5.5	i	2.1	i	7.4	-0.5	i	i
CCc1ccc(Nc2oc(C)cc(=O)c2C(C)=O)cc1	i	-5.9	i	-4.7	i	2.5	i	-2.1	0.1	i	i
Cc1cc(Nc2cccc(C(F)(F)F)c2)n2nc(C)nc2n1	i	-3.3	i	5.2	i	1.6	i	x	x	i	i
Cc1nc(SCC(=O)O)n[nH]1	i	-7.8	i	-6.6	i	2.3	i	-4.3	-0.5	i	i
CC1CC(=O)N(CC(=O)Nc2ccc(F)cc2)c2ccccc2S1(=O)=O (configuration not stated)	i	-6.0	i	-5.8	i	1.6	i	-1.3	4.0	i	i
Cc1ccc(-c2c(C)sc3ncn(CC(=O)N4CCOCC4)c(=O)c23)cc1C	i	-12.1	i	-7.8	i	2.5	i	0.0	0.4	i	i
CC(C)OC(=O)CSc1nnc(-c2ccc(C(C)(C)C)cc2)n1N	i	-8.1	i	2.3	i	3.8	i	6.1	-3.7	i	i
COc1ccc(OC)c(S(=O)(=O)N2CCC(C(=O)NCc3ccncc3)CC2)c1	i	-12.2	i	-2.2	i	0.7	i	1.3	-2.2	i	i
Cc1c(Br)cc(C(=O)NCc2ccco2)c(C)c1C	i	-8.3	i	5.9	i	0.1	i	0.2	-3.1	i	i
CCN(CC)CCC(=O)c1ccc(F)cc1	i	-12.6	i	-5.5	i	4.2	i	-1.2	-0.5	i	i
CCc1nnc(NC(=O)CCN(c2ccc(C)cc2)S(=O)(=O)c2ccccc2)s1	i	-4.5	i	0.3	i	2.0	i	2.6	-3.2	i	i
Cn1c(CCN2CCN(c3ccc(F)cc3)CC2)nc2cc(NC(=O)c3ccco3)ccc21	i	-9.3	i	8.3	i	1.7	i	6.5	-2.2	i	i
Cc1ccc(N2C(=O)c3ccccc3C2Nc2ccc(S(=O)(=O)N3CCCCC3)cc2)nc1 (configuration not stated)	i	-3.9	i	-2.2	-11.1*	-3.5	i	1.7	-0.9	-10.5*	i
COc1ccccc1CNCc1cccs1	i	-4.5	i	3.6	i	1.2	i	7.4	-3.2	i	i
Cc1cc(C)c2cc(CN(CC3CCCO3)S(=O)(=O)c3ccc4c(c3)OCCO4)c(=O)[nH]c2c1 (configuration not stated)	i	-7.3	i	4.2	i	-3.0	i	-1.9	-4.3	i	i
O=C(N/C(=C\c1ccco1)C(=O)N1CCOCC1)c1ccco1	i	-9.6	i	-1.8	i	2.5	i	-0.2	-0.9	i	i
Cc1cccc(C)c1NC(=S)N(CCc1ccncc1)C(C)C	i	-9.9	i	-4.6	i	-2.0	i	1.2	2.3	i	i
Cc1nn(-c2ccccc2)c(C)c1NC(=O)COc1ccc(Br)cc1Cl	i	-8.3	i	0.3	i	-0.7	i	-6.1	-4.0	i	i
CC1(C)Cc2c(sc(NC(=O)c3ccc(Br)o3)c2C#N)CO1	i	-0.8	i	17.5	i	-2.4	i	1.0	-0.7	i	i
COc1ccc([N+](=O)[O-])cc1NC(=O)COC(=O)C=C(C)C	i	-2.9	i	-12.2	i	-4.7	i	-6.0	-2.7	i	x
O=C(CSc1nnc2ccc(-c3cccnc3)nn12)Nc1ccccc1F	i	-13.1	i	13.6	i	4.3	i	3.3	-3.7	i	i
COc1ccccc1NC(=O)CSc1n[nH]c(Cc2ccccc2)n1	i	-10.3	i	-0.3	i	5.3	i	3.9	-2.8	i	i
COc1ccc2c(=O)c(-c3ccccc3C)c(C)oc2c1	i	-8.0	i	1.5	i	-1.1	i	0.4	1.1	i	i
COc1ccc2[nH]c(=O)c(CN(CCO)S(=O)(=O)c3ccc4c(c3)OCCO4)cc2c1	i	-5.0	i	x	i	2.4	i	-3.5	0.3	i	i
O=C(COC(=O)[C@H](Cc1ccccc1)NC(=O)c1cccs1)NC1CCCCC1	i	-21.6	i	-4.2	i	2.2	i	4.5	-1.5	i	i

# Continued.
molecule	KCNQ1 pot	hERG protect	RGS4 pot	Dyrk1A ADPGlo	KCNK9 block	GSK3beta inhib	KCNQ1 inh	HDAC3 inhib	GSK3 alpha inh	KCNK3 inh	PolyA inhibitor
CC(=O)Nc1ccc(OCC(O)CN2CCN(c3ccc(Cl)cc3)CC2)cc1 (configuration not stated)	i	-6.7	i	-4.2	i	0.3	i	8.3	2.5	i	i
Nc1ccc(S(=O)(=O)Nc2ccc(Cl)nn2)cc1	i	-8.7	i	8.3	i	-1.8	i	-1.2	-1.5	i	i
CC1CCCCN1Cc1nc2c(c(=O)n(C)c(=O)n2C)n1CCc1ccccc1 (configuration not stated)	i	-6.6	i	1.0	i	-0.8	i	3.5	-2.1	i	i
Cc1nc(Nc2nc3c(c(=O)[nH]2)CCC3)nc2ccccc12	i	-13.7	i	1.5	i	1.7	i	-3.0	-2.5	i	i
Cc1ccc(-n2c(SCC(N)=O)nc(O)cc2=O)cc1	i	-4.1	i	-5.1	i	1.1	i	-1.4	1.0	i	i

# Bioassay records from PubChem.

# Not all compounds are listed; the hit share may differ from the screen's.
